MmCpn inh: blocks the Methanococcus maripaludis chaperonin Mm-Cpn; purified Mm-Cpn ATPase, ADP Transcreener TR-FRET; Potency, µM (highest dose often 76.9 µM), inactives show at the highest dose activity, negative = inhibition, most hits filed as inhibitors; hit rate 0.031% among 330,000; further: potency means the concentration at half of the fitted maximal effect; on the % scale 0 is the no-effect control and ±100 the full control effect; nearly all actives have a fitted effect of over 80% in size
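Compound-treated chaperonin, 25 nM final, turns over 10 uM ATP at 37°C for 30 min following a 10 min preincubation; ADP generated competes with ADP-d2 for Eu-cryptate antibody, lowering FRET.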
Nrf2 activator: Nrf2 pathway activation; AREc32 ARE-luciferase reporter (MCF7-derived line), luminescence, 24 h; Potency, µM (titrated, usually from 46.1 µM), for inactives: at the top dose activation, actives largely listed as activators; hit rate 0.31% among 410,000; further: potency means the concentration at half of the fitted maximal effect; % of control where 0% means no effect; nearly all actives have a fitted effect of over 65% in size
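AREc32_Fluc, 1000 cells/well, OPTI-MEM + 5% FBS, o/n 37 deg C 5% CO2; 23 nL cpd by pin tool, 24 hr; Steady-Glo 30 min RT, luminescence.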
Akt phos inh: Akt phosphorylation inhibition; Neuro2A IGF-stimulated pAkt S473 HTRF, 20 min; hits give low values; activity change, % for hits at 50 µM; hit rate 0.32% among 360,000; in the data active means activity change below about -80%; inconclusive means mostly about -51% to -80%; further: on the % scale 0 is the no-effect control and ±100 the full control effect
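Single-point screen (50 µM final compound) in Neuro2A cells stimulated 20 min with 6 nM IGF at 37 deg C. After lysis, Ser473-phosphorylated Akt read by HTRF (ex 330 nm, em 615/665 nm) as the 665/615 ratio.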
A549 tox: kills or reduces viability of A549 cells in Nrf2 counter-screen. A549 ARE-Fluc cells, CellTiter-Fluor viability, 18-24 h. hit rate 0.16% among 390,000. Potency, µM (top dose mostly 46 µM), without a hit: top-dose activity change, negative = cytotoxicity, most hits filed as inhibitors; further: potency means the concentration at half of the fitted maximal effect; on the % scale 0 is the no-effect control and ±100 the full control effect
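A549 ARE-Fluc cells in 5% FBS OPTI-MEM, 5000 cells/well, rested 2 h then exposed to compounds in concentration-response for 18-24 h at 37 °C. Viability by CellTiter-Fluor fluorescence (Ex 405/Em 525) after 30 min; luciferase luminescence (BugLite, 15 min, RT) read afterwards.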
EPAC2 agonist: activates human EPAC2 exchange factor. Q8WZA2. EPAC2 activation, biochemical qHTS; response scale: 100% = 6.5 mM cAMP response. Potency, µM (series often up to 154 µM), for the others: at the top dose activation, hits mostly activators. hit rate 0.079% among 360,000; further: potency means the concentration at half of the fitted maximal effect; nearly all actives have a fitted effect of over 50% in size
Target sequence (Q8WZA2 whole entry, looked up): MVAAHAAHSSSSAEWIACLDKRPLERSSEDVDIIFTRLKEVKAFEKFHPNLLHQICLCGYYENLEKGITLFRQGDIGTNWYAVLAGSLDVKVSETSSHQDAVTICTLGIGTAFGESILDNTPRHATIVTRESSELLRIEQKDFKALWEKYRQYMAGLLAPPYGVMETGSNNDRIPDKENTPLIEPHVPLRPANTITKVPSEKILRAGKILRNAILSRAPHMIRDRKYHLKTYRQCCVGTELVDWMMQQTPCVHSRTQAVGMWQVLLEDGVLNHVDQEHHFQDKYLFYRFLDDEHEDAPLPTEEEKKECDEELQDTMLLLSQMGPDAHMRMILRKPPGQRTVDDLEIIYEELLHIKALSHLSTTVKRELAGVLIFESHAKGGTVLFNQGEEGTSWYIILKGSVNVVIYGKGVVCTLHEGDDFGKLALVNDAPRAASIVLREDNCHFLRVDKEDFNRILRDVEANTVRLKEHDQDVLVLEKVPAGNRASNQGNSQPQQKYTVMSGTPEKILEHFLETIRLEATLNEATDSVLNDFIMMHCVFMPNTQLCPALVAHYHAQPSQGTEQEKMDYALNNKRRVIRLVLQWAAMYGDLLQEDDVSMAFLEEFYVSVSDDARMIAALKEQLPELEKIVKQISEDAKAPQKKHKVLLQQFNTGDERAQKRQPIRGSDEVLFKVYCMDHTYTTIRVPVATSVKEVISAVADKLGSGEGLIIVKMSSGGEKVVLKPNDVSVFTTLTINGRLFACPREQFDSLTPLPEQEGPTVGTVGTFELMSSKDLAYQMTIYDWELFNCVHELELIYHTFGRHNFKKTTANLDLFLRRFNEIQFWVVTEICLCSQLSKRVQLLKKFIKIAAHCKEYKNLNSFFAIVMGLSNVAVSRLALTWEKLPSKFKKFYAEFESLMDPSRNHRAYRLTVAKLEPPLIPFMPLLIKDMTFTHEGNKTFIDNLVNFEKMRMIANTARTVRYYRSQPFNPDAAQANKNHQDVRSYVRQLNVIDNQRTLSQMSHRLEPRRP
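Exchange assay: 100 nM EPAC2 with 250 nM Rap1B-BODIPY-GDP and 50 uM GDP. Fluorescence (ex 480/em 540 nm) read every 5 min for 30 min at room temperature. Data normalized to 6.5 mM cAMP as agonist control.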
CCT chaperon mod: changes cytosolic chaperonin activity. purified chaperonin ATPase assay, HTRF ADP detection, 30 min. activity change, % (no concentration beside the values), hits read low. hit rate 0.3% among 360,000. AID 651819; in the data active means activity change below about -30%; further: on the % scale 0 is the no-effect control and ±100 the full control effect
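TRiC (40 or 20 nM final, by batch activity) in 30 mM Tris pH 7.4, 100 mM KCl, 5 mM MgCl2, 1 mM DTT was treated with compound at 76 uM single dose, then 10 uM ATP, 30 min at 37 °C. ADP was read by HTRF Transcreener.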
Nrf2 inh: blocks Nrf2 signaling; A549 ARE-Fluc reporter, luciferase luminescence, 18-24 h; Potency, µM (highest dose often 46 µM), inactives show at the top dose activity change, negative = inhibition, most hits filed as inhibitors; hit rate 2.1% among 360,000; AID 504444; further: potency means the concentration at half of the fitted maximal effect; on the % scale 0 is the no-effect control and ±100 the full control effect; nearly all actives have a fitted effect of over 60% in size
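Two sequential reads on A549 ARE_Fluc cells exposed to compound for 18-24 h: a CellTiter-Fluor fluorescence read for viability, then a luciferase luminescence read for Nrf2/ARE activity.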
EPAC2 antag: blocks human EPAC2 exchange factor | Q8WZA2 | EPAC2 GEF exchange of Rap1B-BODIPY-GDP, fluorescence | Potency, µM (top dose mostly 114 µM), for inactives: at the top dose activity, negative = inhibition, hits mostly inhibitors | hit rate 0.18% among 360,000 | AID 720708; further: potency means the concentration at half of the fitted maximal effect; on the % scale 0 is the no-effect control and ±100 the full control effect; nearly all actives have a fitted effect of over 45% in size; many of its hits are not listed in these tables
TGFb inhibitor: TGF-b pathway inhibition | HepG2 CAGA-GFP TGF-b/SMAD3 reporter, GFP fluorescence, 18 h; TGF-beta stimulated, 500 pg/mL final | Potency, µM (series often up to 46.1 µM), for the others: at the top dose activity, negative = inhibition, usual class: inhibitors | hit rate 1.2% among 410,000; further: potency means the concentration at half of the fitted maximal effect; on the % scale 0 is the no-effect control and ±100 the full control effect; nearly all actives have a fitted effect of over 65% in size
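Cell-based qHTS in HEPG2 carrying a CAGA-GFP Smad reporter; compounds added before 500 pg/mL final TGF-beta, 18 h incubation at 37 degrees C, GFP fluorescence quantified per cell by imaging cytometry.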
Numbers without * were called inactive; i = inactive; ? = inconclusive; . = no result given; & = joins results of further samples; [ ] = remark or other dose. Unless noted, the call rests on the fitted dose curve; in most records, active means well fitted curve in the direction sought with a large enough effect; inconclusive means small, poorly fitted or top-dose-only effect, or another doubt; inactive means no such curve, though single readings can be large; an effect the other way counts as inactive or inconclusive.

SMILES	MmCpn inh	Nrf2 activator	Akt phos inh	A549 tox	EPAC2 agonist	CCT chaperon mod	Nrf2 inh	EPAC2 antag	TGFb inhibitor
CC(=O)N1CCN(S(=O)(=O)c2ccc(S(=O)(=O)NC3CC3)cc2)CC1	1%	0.4%	i	19%	6%	-0.4	3%	21%	-6%
CC1=NN(C(N)=S)C(=O)C1N=Nc1ccc(C)c(Br)c1 (stereo not given)	1%	6.4%	i	-4%	-4%	-1.0	?	4%	-27%
CC(C)(C)C(=O)/C=C(\N)c1ccncc1	-19%	-0.6%	-101%*	?	0%	3.5	.	4%	11%
Cc1cc(Br)cc(Br)c1OCC(=O)NNC(=O)Nc1ccccc1	.	-0.9%	i	3%	7%	0.4	14%	14%	-3%
O=C(c1ccccc1F)N1CCN(c2ccc([N+](=O)[O-])c3ncccc23)CC1	2%	4.4%	i	0%	10%	-1.7	-27%	5%	-26%
CCc1nnc(NS(=O)(=O)c2ccc(NC(=O)c3cc(Cl)ccc3Cl)cc2)s1	-10%	-0.3%	i	3%	9%	0.4	0%	-3%	6%
Fc1ccc(-c2nc3c(Cl)cc(C(F)(F)F)cn3c2Cc2cccc(F)c2)cc1	.	3.5%	i	.	0%	0.8	.	-10%	-15%
O=C(NCc1nc2ccccc2[nH]1)C1=C[C@@H](c2ccc(Br)cc2)C[C@@H](OCCCCO)O1	.	14%	i	-9%	8%	0.9	-23%	?	-16%
OCCN1CCN(CC(O)COc2ccc3ccccc3c2)CC1 (stereo not given)	-3%	-0.8%&7.4%	i	10%&-1%	7%&4%	-0.2&-4.5	28%&9%	4%&-12%	-17%&29%
CC1(/[N+]([O-])=C\c2ccccc2F)CCCCC1=O (stereo not given)	2%	-1.3%	i	4%	12%	-2.3	6%	4%	-9%
O=C(NCc1ccccc1)c1nnc(CS(=O)(=O)c2ccccc2)o1	-1%	-0.5%	i	0%	4%	1.2	-10%	17%	-11%
NC(Cc1ccccc1)c1csc(Nc2nncc3ccccc23)n1 (stereo not given)	.	-5.1%	i	.	7%	0.0	.	1%	16µM*
CC1CCN(C(=O)c2[nH]cnc2C(=O)NCC(=O)OC(C)(C)C)CC1	-2%	2.3%	i	0%	6%	-1.9	-11%	-11%	-4%
Cc1c(C)n(CC(O)CN2CCCCC2)c2ccccc12 (stereo not given)	0%	2.1%	i	-4%	7%	-0.2	12%	-3%	-2%
CNC(=O)Cn1c(=O)n(C)c2ccccc21	0%	-0.3%	i	0%	1%	-0.9	-1%	7%	-4%
Cc1cccc([C@@H]2[C@@H]3C(=O)N(Cc4ccccc4)C(=O)[C@@H]3[C@]3(C)C(=O)N(c4ccc(C(F)(F)F)cc4)C(=O)N23)c1	3%	11%	i	-10%	14%	-3.2	?	1%	-21%
Cc1ccc2c(c1)NC(=O)c1cc([N+](=O)[O-])ccc1O2	0%	0.6%	i	12%	6%	-1.9	?	0%	3%
COc1ccc(CCNC(=O)Cn2nc([N+](=O)[O-])c(Br)c2C)cc1OC	2%	-0.1%	i	-1%	8%	0.0	-3%	0%	13%
CC(=O)Nc1cccc(C(=O)N2CCN(S(=O)(=O)c3ccc(C4CCCCC4)cc3)CC2)c1	.	3.3%	i	-9%	17%	1.6	?	-11%	?
O=C(O)c1cc2nc(-c3ccccc3)cc(-c3ccccc3)n2n1	-3%	-0.3%	i	7%	-6%	-0.4	-27%	?	16%
CC(=O)Nc1ccc(NC(=O)CSc2nc3nc(C)cc(C)c3c(=O)[nH]2)cc1	1%	0.1%	i	-9%	1%	0.8	12%	-8%	18%
CCN(CC)CCSc1nnc(Nc2ccccc2)n1-c1ccccc1	2%	0.4%	i	9%	20%	-4.7	?	3%	-2%
Cc1ccc(CNc2nc3ccccc3n3c(C)nnc23)cc1	.	-1.2%	.	5%	.	.	?	.	5%
O=C(O)CCOc1ccc2c(c1)OCCO2	2%	0.1%	i	1%	5%	-2.7	-3%	10%	23%
CC1(C(=O)NS(=O)(=O)c2ccc(Cl)cc2)CCN1C(=O)Cc1cc(F)ccc1F (stereo not given)	.	-1.2%	i	.	1%	-1.0	.	3%	9%

Structural class: those above containing fluorine (five)
SMILES	MmCpn inh	Nrf2 activator	Akt phos inh	A549 tox	EPAC2 agonist	CCT chaperon mod	Nrf2 inh	EPAC2 antag	TGFb inhibitor
O=C(c1ccccc1F)N1CCN(c2ccc([N+](=O)[O-])c3ncccc23)CC1	2%	4.4%	i	0%	10%	-1.7	-27%	5%	-26%
Fc1ccc(-c2nc3c(Cl)cc(C(F)(F)F)cn3c2Cc2cccc(F)c2)cc1	.	3.5%	i	.	0%	0.8	.	-10%	-15%
CC1(/[N+]([O-])=C\c2ccccc2F)CCCCC1=O (stereo not given)	2%	-1.3%	i	4%	12%	-2.3	6%	4%	-9%
Cc1cccc([C@@H]2[C@@H]3C(=O)N(Cc4ccccc4)C(=O)[C@@H]3[C@]3(C)C(=O)N(c4ccc(C(F)(F)F)cc4)C(=O)N23)c1	3%	11%	i	-10%	14%	-3.2	?	1%	-21%
CC1(C(=O)NS(=O)(=O)c2ccc(Cl)cc2)CCN1C(=O)Cc1cc(F)ccc1F (stereo not given)	.	-1.2%	i	.	1%	-1.0	.	3%	9%

Akt phos inh, what is marked active above
Structure	MmCpn inh	Nrf2 activator	Akt phos inh	CCT chaperon mod	EPAC2 antag	TGFb inhibitor
CC(C)(C)C(=O)/C=C(\N)c1ccncc1	-19%	-0.6%	-101%*	3.5	4%	11%

Remaining list, next part.
SMILES	MmCpn inh	Nrf2 activator	Akt phos inh	A549 tox	EPAC2 agonist	CCT chaperon mod	Nrf2 inh	EPAC2 antag	TGFb inhibitor
O=C(Nc1ncccn1)c1ccc(C(F)(F)F)cc1	2%	-0.1%	i	-6%	-6%	-4.6	16%	6%	0%
Cc1cc(-c2ccccc2)nc2cc(C(=O)NCc3ccco3)nn12	-4%	19%	i	9%	10%	0.6	-9%	1%	26%
CC(C)(C)c1ccc(C(O)c2ncc(-c3cccc(F)c3)[nH]2)cc1 (stereo not given)	.	0.0%	i	.	-8%	-0.3	.	?	?
Cc1c(Cl)cccc1NC(=O)N1CCC(CN2CCCC2)CC1	.	-1.0%	.	17%	.	.	6%	.	-8%
COCCN(C(=S)Nc1ccccc1OC)C1CCN(C(C)=O)CC1	1%	0.3%	i	0%	13%	-1.3	-1%	-1%	?
O=C(CSc1nnc(-c2cccnc2)o1)c1cc2ccccc2oc1=O	-19%	7.1µM*	i	-1%	5%	-26	.	4%	32%[activator]
O=C(CC1C(=O)NCCN1C(=O)Nc1ccccc1)Nc1ccc2c(c1)OCCO2 (stereo not given)	0%	0.1%	i	9%	6%	-1.3	12%	-17%	3%
COc1ccc2nc(SCC(=O)NC(C)c3ccccc3)[nH]c2c1 (stereo not given)	-3%	0.7%	i	0%	0%	-1.9	-19%	-28%	8%
CCOC(=O)Cc1csc(NC(=O)CSc2nc3sc(C(=O)O)c(C)c3c(=O)[nH]2)n1	-10%	-0.2%	i	0%[1.84 µM]	-2%	-0.9	7%	-1%	-14%
Cc1ccc(S(=O)(=O)N2CCCC(C(=O)N3CCN(c4ccccc4)CC3)C2)cc1 (stereo not given)	0%	-1.1%	i	-13%	-3%	-9.2	?	-2%	?
O=C(O)CCSc1nc(C(F)(F)F)cc(=O)n1-c1ccccc1	-13%	0.1%	i	-1%	-1%	1.6	-2%	-7%	-4%
CCCCOC(=O)C1C2CCC(O2)C1C(=O)OCC (stereo not given)	.	-0.4%	i	-6%	2%	-4.3	5%	6%	?
Cc1ccc(S(=O)(=O)Nc2nc3ccccc3s2)cc1[N+](=O)[O-]	?	-0.8%	i	-11%	-3%	3.3	?	?	-9%
CC(C)Sc1nc2ccsc2c(=O)[nH]1	-3%	8.0%	i	-1%	8%	-9.4	?	1%	8%
Cn1c(Sc2nc3ccccc3n2C)nc2ccccc21	0%	16%	i	.	7%	-0.9	-3%	-1%	-8%
O=C(Nc1ccccc1F)C1C2C=CC3(O2)C1C(=O)N(c1cccnc1)C3C(=O)NC1CCCCC1 (stereo not given)	5%	-0.5%	i	-5%	-1%	-1.7	1%	8%	1%
CCSc1ccccc1C(=O)N1CCC2(CC1)CC(=O)c1ccccc1O2	1%	0.3%	i	16%	11%	0.7	15%	-22%	-14%
Cc1ccc(/C=N/Nc2nncn2N)cc1	0%	-1.7%	i	-3%	4%	-0.1	-18%	13%	11µM*
COc1ccc(NC(=O)CSc2nc(-c3ccc(C)cc3)cc(C(F)(F)F)c2C#N)cc1	1%	0.4%	i	2%	-3%	-1.0	3%	0%	6%
COc1cc(NC(=O)C2CCCN(S(=O)(=O)c3cnc[nH]3)C2)cc(OC)c1 (stereo not given)	0%	-0.2%	i	-1%	-2%	1.1	8%	-4%	1%
Cc1ccc(S(=O)(=O)c2cc3ccccc3oc2=O)cc1	0%	5.6µM*	i	-1%	-2%	0.4	-14%	-2%	-16%
COc1ccc(/C=N/Nc2ccccn2)cc1O	-2%	2.4%	i	-4%	-2%	1.7	1%	-1%	0%
O=C(O)C1CCCCC1C(=O)Nc1ccc2c(c1)CCC2 (stereo not given)	0%	0.1%	i	2%	2%	-7.1	16%	-6%	-1%
CCc1ccc(NC(=O)CC2C(=O)NCCN2C(=O)c2ccccc2OC)cc1 (stereo not given)	2%	0.2%&0.3%	i	-4%&14%	22%	1.0	3%&21%	-3%	-23%&0%
CCCCCCCCCCCCCCCC[N+](C)(C)CCN(Cc1ccc(OC)cc1)c1ncccn1	-7%	-3.0%	i	?	-8%	-1.3	21µM*	2%	?

Screens from PubChem BioAssay.

Some of the compounds tested; rates above refer to the full screens.
